High-throughput results as filed in PubChem.
VHR inh abs: blocks human VHR1 dual specificity phosphatase; P51452; recombinant VHR phosphatase, pNPP absorbance; inhibition, % at 13.3 µM; 0.52% of 290,000 active; AID 1654; in the data active means inhibition above about 50%; further: some compounds called inactive have numbers as strong as hits
Target sequence (P51452 whole entry, looked up): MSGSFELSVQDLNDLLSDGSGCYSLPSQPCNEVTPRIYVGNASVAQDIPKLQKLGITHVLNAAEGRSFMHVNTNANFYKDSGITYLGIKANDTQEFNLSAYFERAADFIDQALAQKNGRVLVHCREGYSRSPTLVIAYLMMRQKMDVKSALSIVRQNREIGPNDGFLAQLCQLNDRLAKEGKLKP
SSB-PriA inh: inhibitors of Klebsiella pneumoniae PriA binding to SSB C-terminal tail; AID 1272365; inhibition, % at 33 µM; AlphaScreen SSBct-PriA binding, biotinylated peptide; 0.6% of 430,000 active; in the data active means inhibition mostly above about 37%, no sharp cut-off; inactive means mostly below about 20%;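 further: plate controls were negative control peptide for no effect and reference peptide for full effect; strong numbers were not always called active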
BoNT A protease: BoNT A light chain protease inhibition. 0.17% of 360,000 active. multiplex microsphere protease substrate cleavage, flow cytometry. AID 588499. inhibition, % at 10 µM; further: plate controls were buffer without enzyme for full effect and enzyme alone for no effect
TcdB GH inh: TcdB glycohydrolase inhibition; P18177; TcdB glycohydrolase enzymatic assay, plate reader; inhibition, % at 9.99 µM; 0.24% of 350,000 active; in the data active means inhibition above about 10%
SARS 3CLpro inh: SARS-CoV 3CLpro protease inhibition; P0C6X7; recombinant SARS-CoV 3CLpro, quenched FRET peptide cleavage; inhibition, % at 6 µM; 0.14% of 290,000 active; AID 1706; in the data active means inhibition above about 12%
Anthrax LF inh2: blocks Bacillus anthracis lethal factor protease; inhibition, % at 10 µM; multiplex microsphere protease cleavage assay, LF; AID 588501; 0.12% of 360,000 active; P15917; further: plate controls were buffer without enzyme for full effect and enzyme alone for no effect
BH1578 lux ind: inducers of Vibrio cholerae quorum light production without autoinducers | V. cholerae BH1578 lux reporter, luminescence, 6 h | activation, % at 18.7 µM | 0.16% of 350,000 active | AID 588436; in the data active means activation mostly above about 9.7%, no sharp cut-off; further: not every result past the cut was called active; inactives centre near 0; reference of the scale not given here
PfHsp40 yeast: rescue of PfHsp40-mediated yeast toxicity | S. cerevisiae expressing PfHsp40, growth rescue, ATP luminescence | growth rescue, % at 12.5 µM | 0.68% of 340,000 active; in the data active means growth rescue above about 28%, passing the limit was not always enough;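 further: yeast W303a lacking pdr1 and pdr3 grown in galactose medium; growth measured after three days at 30 °C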
CCHFV vOTU inh: CCHFV vOTU protease inhibition. Pep-AMC fluorescence. inhibition, % at 11.5 µM. 0.55% of 370,000 active; in the data active means inhibition above about 30%; further: 0% = vehicle wells with enzyme and 100% = no enzyme wells
Y pestis TopoI: Y. pestis Topo-I inhibition via cleavage products; Y. pestis Topo-I cleavage product accumulation, plate reader; activity, % at 10 µM; 0.064% of 360,000 active; AID 504884; in the data active means activity above about 50%, passing the limit was not always enough; further: inactives centre near 2
* = called active by the depositor; i = inactive; . = not tested or not shown; & = joins results of further samples. Unless noted, no stated cut-off is given here; in the data, active means inhibition above about 30%; inconclusive means no clear call, values can overlap the other calls; inactive means below that. A portion of the library; count on the stated rates, not on these rows.

The opening two compounds, ahead of the listing:
SMILES	VHR inh abs	SSB-PriA inh	BoNT A protease	TcdB GH inh	SARS 3CLpro inh	Anthrax LF inh2	BH1578 lux ind	PfHsp40 yeast	CCHFV vOTU inh	Y pestis TopoI
COc1ccc(C2C(C#N)=C(N)Oc3n[nH]c(C)c32)cc1CSc1ccccn1 (stereo not drawn)	-6	3	0.5	.	-1	1	-1.4	-0.2	13	-2
Cc1ccc(S(=O)(=O)n2nc(C)c(S(=O)(=O)N3CCOCC3)c2C)cc1	-20	1	0.6	-0.5	-5	1	-0.4	-1.1	10	-9

This part in full, repeating the preview:
SMILES	VHR inh abs	SSB-PriA inh	BoNT A protease	TcdB GH inh	SARS 3CLpro inh	Anthrax LF inh2	BH1578 lux ind	PfHsp40 yeast	CCHFV vOTU inh	Y pestis TopoI
COc1ccc(C2C(C#N)=C(N)Oc3n[nH]c(C)c32)cc1CSc1ccccn1 (stereo not drawn)	-6	3	0.5	.	-1	1	-1.4	-0.2	13	-2
Cc1ccc(S(=O)(=O)n2nc(C)c(S(=O)(=O)N3CCOCC3)c2C)cc1	-20	1	0.6	-0.5	-5	1	-0.4	-1.1	10	-9
Cc1cccc(C(C)C)c1NC(=O)c1ccc(OCC2CCCO2)cc1 (stereo not drawn)	.	-14	-0.3	0.1	.	-1	8.3	-1.6	10	7
Cc1ccc(O)c(NC(=O)c2cccc(S(=O)(=O)N3CCCCC3)c2)c1	-16	-3	0.1	.	4	-5	i	-0.8	-1	1
O=C1NCCSC1c1ccccc1 (stereo not drawn)	.	-16&-8	0.3	1.3	.	-6	-0.3	4.5	-4	-10
COCCn1nnnc1C(c1ccccc1OC)N1CCN(c2ccccc2F)CC1 (stereo not drawn)	19	-3	-0.1	.	10	1	i	0.8	6	9
C/C(=N/NC(=O)CNC(=O)c1cccs1)c1ccco1	-8	.	-0.5	0.6	3	-4	-0.3	-1.4	6	-2
CC(=O)N1N=C(c2ccc(C)cc2)OC1c1ccc(C(C)C)cc1 (stereo not drawn)	6	-6	1.0	.	3	1	-0.4	2.3	29	9
CCCCNC(=O)CCn1c(=S)[nH]c2cc3c(cc2c1=O)OCO3	23	-5	-0.3	.	-2	-6	-0.3	-0.3	-2	-9
O=c1[nH]c2ccc(S(=O)(=O)N3CCCC3)cc2[nH]1	17	-14	-3.5	1.3	-3	-7	-0.2	0.5	6	3
CCC1CCCCN1C1Sc2ccc(C(=O)OC)cc2NC1=O (stereo not drawn)	-1	8	0.1	.	2	-2	-0.3	0.4	-9	-4
COc1ccc(C(=O)OCC(=O)N(C)C2CCS(=O)(=O)C2)cc1S(=O)(=O)N1CCCc2ccccc21 (stereo not drawn)	38	5	-0.1	2.2	2	0	-0.5	0.0	2	11
FC(F)(F)c1cc(Cl)c2nc(-c3ccccc3)cn2c1	23	-21	0.2	.	1	-1	i	-0.1	5	-7
O=C(N/N=C/c1ccc(Cl)cc1)c1sccc1OCc1ccc(F)cc1	11	.	-0.6	.	2	-1	0.6	0.0	12	15
O=C1COc2ccc(C(=O)CSc3nnc(Cc4cccs4)n3-c3ccccc3)cc2N1	33	-9	0.8	.	8	-4	-2.2	2.0	-1	35
O=C(C(=O)N1CCN(C(=O)c2ccco2)CC1)c1c[nH]c2ccccc12	29	5&-16	-0.3	1.0	-5	0	i	0.7	-6	-5
O=C(NCC1COc2ccccc2O1)c1cc(S(=O)(=O)N2CCOCC2)c(Cl)cc1Cl (stereo not drawn)	.	-3	4.2	1.9	.	3	-1.2	1.1	1	17
COc1ccccc1N1CCN(C(=O)Cn2ncc3c([nH]c4ccccc43)c2=O)CC1	13	-7	1.5	1.3	-1	0	-0.5	-0.1	-10	-4
Cn1c2c(c(=O)n(C)c1=O)CN(Cc1ccco1)CN2	23	-10	.	.	0	.	3.4	-0.4	1	3
O=C(CSc1nc2ccccc2o1)Nc1ccccc1N1CCOCC1	0	-3	0.1	.	0	-3	0.4	0.3	2	19
CC(C)CN(C(=O)COC(=O)CCc1nc2ccccc2s1)c1c(N)n(Cc2ccccc2)c(=O)[nH]c1=O	.	-2	2.4	2.8	.	3	-4.2	0.2	5	20
COc1cccc(-c2nc(CS(=O)(=O)CC(=O)Nc3ccccc3Cl)c(C)o2)c1	7	5	1.9	0.2	2	-3	-0.4	-0.5	-2	16
CCOCCCNC(=O)CCc1ccc(S(=O)(=O)Nc2ccc(C)cc2)cc1	18	-8	0.4	-0.1	-3	-1	-0.3	-0.1	2	20
NC(=O)CC[C@H](NC(=O)c1ccc(F)cc1)C(=O)OCC(=O)Nc1c(F)c(F)c(F)c(F)c1F	-4	-13	0.6	1.1	-6	7	-0.4	-0.9	-12	0
CN(C)C(CNC(=O)c1cccc(S(=O)(=O)N2CCN(c3ccc(F)cc3)CC2)c1)c1ccccc1 (stereo not drawn)	.	11	4.6	0.3	.	4	-0.3	-0.3	8	-1
COc1cccc(/C=N/Nc2ccc(C(=O)O)cc2)c1O	-11	.	-0.3	-11	0	0	i	0.8	7	1
CC1=NNC(=O)C1C(c1ccccc1)C(C#N)C#N (stereo not drawn)	24	13	-1.0	.	6	-7	-0.4	-1.2	-1	4
CCCSCCCNC(=O)Cn1nc(CC)n2c(cc3c(OC)cccc32)c1=O	28	-4	-1.9	0.4	-4	-10	i	0.9	-9	4
O=C(NCc1ccccc1F)C1CCCN1C(=O)NCc1ccccc1 (stereo not drawn)	22	-8	-1.2	.	4	-2	-2.1	0.3	3	-7
O=C1NC(=S)SC1=C1CCCCCC1	-18	-4	-0.2	1.4	-4	-2	.	1.0	17	9
CCOC(=O)N1CCC(NC(=O)CS(=O)Cc2nc(-c3ccc(C)cc3)oc2C)CC1 (stereo not drawn)	-9	-11	-0.7	2.8	2	1	0.4	2.0	20	28
COc1ccc(/C=C/C(=O)NC(=S)N2C[C@H]3C[C@H](C2)c2cccc(=O)n2C3)cc1	17	.	-0.6	0.8	-3	-4	-0.5	-1.3	4	3
CCOC(=O)c1c(C)[nH]c(C(=O)COC(=O)c2c(CC)noc2C)c1C	.	1	.	-1.6	.	.	-0.2	-1.4	10	5
COc1ccc(/C=N/Nc2ccc([N+](=O)[O-])cc2)cc1Cn1cc([N+](=O)[O-])cn1	-6	.	0.3	.	4	-1	i	0.1	2	-7
CCOC(=O)C1C(=O)NC2(C)CC1c1cc(OC)ccc1O2 (stereo not drawn)	29	-6	1.4	.	6	0	i	-1.4	2	4
Clc1ccccc1-c1nc(-c2cccnc2)no1	11	4	0.1	.	-3	-2	i	0.4	5	-6
N#Cc1ccccc1COC(=O)CCN=C1NS(=O)(=O)c2ccccc21	.	-8	0.1	0.7	.	-4	i	0.2	-4	-8
N#CCSc1ccccc1NC(=O)CN1C(=O)C(=O)N(Cc2ccccc2)C1=O	.	0	0.5	0.3	.	3	.	1.9	-5	4
O=C(NC1CCCC1)C(c1ccc(F)cc1)N(C(=O)c1csnn1)C1CCCC1 (stereo not drawn)	17	-11	0.1	1.4	0	1	-0.4	-0.4	-2	9
CCn1c(SCC(=O)Nc2cc(C)c(Cl)cc2OC)nnc1-c1ccco1	3	11	-0.3	1.0	8	-5	-6.2	4.1	-8	1
O=c1c2ccccc2nc2sc(Nc3cccc(Cl)c3)nn12	.	-3	0.3	-0.5	.	0	i	-2.4	-5	3
CCn1cc(C(=O)N(C)Cc2ccc(OC(F)F)cc2)c(=O)c2ccc(C)nc21	9	2	-2.2	3.0	-4	2	i	-0.6	-6	0
COc1ccc(NC(=O)CSc2nc3ccncc3[nH]2)c(OC)c1	-9	5	-2.1	-3.3	-6	-3	i	0.4	-6	-7
O=C(Nc1nc2ccccc2[nH]1)C1CCCO1 (stereo not drawn)	38	2	0.4	0.4	3	4	-3.6	-0.2	1	3
Cc1cc(C(=O)Cn2nnc(-c3ccc(Cl)cc3)n2)c(C)n1CC1CCCO1 (stereo not drawn)	.	-17	-0.8	1.6	-1	-1	0.0	2.6	-2	16
C=C(C)COc1ccc(-c2[nH]ncc2-c2ccc(OC)cc2)c(O)c1	35	6	-0.6	1.6	7	-5	i	92*	0	-5
O=C1c2ccccc2C(=O)N1CCCOc1ccccc1	-8	-38	-0.4	.	-2	-4	-0.1	-0.4	9	11
Cc1ccc(-n2ncc3c2CCCC3NC(=O)CCc2cnccn2)cc1C (stereo not drawn)	83	-5	2.6	1.6	-2	5	i	0.4	-8	3
COc1ccc(OC)c2c(C)cc(N3CCN(C(=O)c4ccc(F)cc4)CC3)nc12	21	17	-0.3	.	1	-4	-0.4	-0.6	-2	5

Record cards, from the list above. Values in the order: VHR inh abs	SSB-PriA inh	BoNT A protease	TcdB GH inh	SARS 3CLpro inh	Anthrax LF inh2	BH1578 lux ind	PfHsp40 yeast	CCHFV vOTU inh	Y pestis TopoI
`Cc1ccc(-n2ncc3c2CCCC3NC(=O)CCc2cnccn2)cc1C` (stereo not drawn) is listed with 83	-5	2.6	1.6	-2	5	i	0.4	-8	3
`O=c1c2ccccc2nc2sc(Nc3cccc(Cl)c3)nn12` is listed with .	-3	0.3	-0.5	.	0	i	-2.4	-5	3

Arranged by count of non-hydrogen atoms (low to high): 3 of the compounds above.
SMILES	VHR inh abs	SSB-PriA inh	BoNT A protease	TcdB GH inh	SARS 3CLpro inh	Anthrax LF inh2	BH1578 lux ind	PfHsp40 yeast	CCHFV vOTU inh	Y pestis TopoI
O=c1c2ccccc2nc2sc(Nc3cccc(Cl)c3)nn12	.	-3	0.3	-0.5	.	0	i	-2.4	-5	3
Cc1cc(C(=O)Cn2nnc(-c3ccc(Cl)cc3)n2)c(C)n1CC1CCCO1 (stereo not drawn)	.	-17	-0.8	1.6	-1	-1	0.0	2.6	-2	16
COc1ccc(OC)c2c(C)cc(N3CCN(C(=O)c4ccc(F)cc4)CC3)nc12	21	17	-0.3	.	1	-4	-0.4	-0.6	-2	5
